Bioassay records: PubChem BioAssay, National Center for Advancing Translational Sciences (NCATS)
ELG1 repair inh: qHTS screen for small molecules that inhibit ELG1-dependent DNA repair in human embryonic kidney (HEK293T) cells expressing luciferase-tagged ELG1; HEK293T ELG1-luciferase reporter, luminescence, 16 h; DNA damage induced by 5-fluorouridine; Potency, µM (top dose mostly 46.1 µM), inactives show at the highest dose activity change, negative = inhibition, usual class: inhibitors; 330,000 tested, 2.3% active; AID 504467, 2011; further: potency means the concentration at half of the fitted maximal effect; on the % scale 0 is the no-effect control and ±100 the full control effect; nearly all actives have a fitted effect of over 55% in size
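In this reporter screen, reduction of luminescence relative to DMSO vehicle indicated activity. Compounds and 5-fluorouridine were added together to 2,000 cells per well, incubated for 16 hr at 37 °C, then developed with ONE-Glo.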
FLuc modulator: qHTS profiling assay for firefly luciferase inhibitor/activator using purifed enzyme and Km concentrations of substrates (counterscreen for miR-21 project); purified FLuc, Km substrates, luminescence inhibition; Potency, µM (top dose mostly 57.5 µM), without a hit: at the top dose activity change, negative = inhibition, usual class: inhibitors; 360,000 tested, 6.9% active;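 further: potency means the concentration at half of the fitted maximal effect; plate controls were vehicle for no effect and reference inhibitor for full effect; nearly all actives have a fitted effect of over 55% in size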
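Purified P. pyralis luciferase, 10 nM final, with Km-level 10 uM D-luciferin and 10 uM ATP in 50 mM Tris acetate pH 7.5, 10 mM Mg acetate, 0.01% Tween-20, 0.05% BSA; 6-point qHTS titration about 60 µM downward; luminescence read.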
Rab9 promoter act: qHTS Assay for Rab9 Promoter Activators; Potency, µM (titrated, usually from 9.22 µM), without a hit: top-dose activation, negative = inhibition, most hits filed as activators; 320,000 tested, 2.8% active; AID 485297, 2010; Huh7 Rab9 promoter-luciferase reporter, luminescence, 24 h; further: potency means the concentration at half of the fitted maximal effect; % of control where 0% means no effect; nearly all actives have a fitted effect of over 60% in size
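Huh7 reporter line, Rab9 promoter upstream of luciferase. Compound exposure 24 h at 37 °C in reduced-serum medium with 10% FBS. Read-out: luminescence.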
RORg inh: qHTS for inhibitors of ROR gamma transcriptional activity. Nuclear receptor ROR-gamma (Mus musculus), P51450. Drosophila S2 Gal4-RORgamma UAS-luciferase reporter, 20 h. Potency, µM (series often up to 53.6 µM), for inactives: at the top dose activity change, negative = inhibition, hits mostly inhibitors. 310,000 tested, 5.4% active. AID 2551, 2010; further: potency means the concentration at half of the fitted maximal effect; on the % scale 0 is the no-effect control and ±100 the full control effect; nearly all actives have a fitted effect of over 60% in size
Target sequence (P51450 whole entry, looked up, the tested form may be a part): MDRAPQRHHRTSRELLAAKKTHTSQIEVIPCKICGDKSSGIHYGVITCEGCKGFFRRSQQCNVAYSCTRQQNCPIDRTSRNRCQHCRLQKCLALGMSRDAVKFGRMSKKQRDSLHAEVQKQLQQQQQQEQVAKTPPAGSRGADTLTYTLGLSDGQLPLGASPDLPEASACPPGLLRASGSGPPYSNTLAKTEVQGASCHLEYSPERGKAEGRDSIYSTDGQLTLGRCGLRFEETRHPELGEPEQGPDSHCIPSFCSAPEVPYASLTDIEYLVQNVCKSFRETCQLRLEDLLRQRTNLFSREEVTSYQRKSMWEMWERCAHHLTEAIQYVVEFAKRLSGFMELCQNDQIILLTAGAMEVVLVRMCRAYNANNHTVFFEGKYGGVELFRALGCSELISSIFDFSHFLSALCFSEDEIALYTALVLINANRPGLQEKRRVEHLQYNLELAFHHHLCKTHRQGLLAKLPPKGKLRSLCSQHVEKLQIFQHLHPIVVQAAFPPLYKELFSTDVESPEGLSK
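Read-out: Photinus luciferase luminescence; inhibitors lower reporter signal. Insect Schneider cells with Gal4-ROR gamma fusion under metallothionein promoter, UAS reporter; 700 uM final copper sulfate induction, 20 hr, ambient temperature.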
NPC1 promoter act: qHTS Assay for NPC1 Promoter Activators | Huh7 NPC1 promoter luciferase reporter, 24 h | Potency, µM (titrated, usually from 9.22 µM), inactives show at the top dose activation, hits mostly activators | 320,000 tested, 2.4% active;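 further: potency means the concentration at half of the fitted maximal effect; % of control where 0% means no effect; nearly all actives have a fitted effect of over 60% in size; reporter is driven by a mutant NPC1 promoter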
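Luminescence read-out of NPC1 promoter-driven luciferase in stably transfected Huh7 cells; compounds delivered in DMSO and left 24 h at 37C, 5% CO2, qHTS titration format.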
Tb PFK block: qHTS Assay to Find Inhibitors of T. brucei phosphofructokinase. Potency, µM (top dose mostly 57.5 µM), inactives show at the top dose activity, negative = inhibition, hits mostly inhibitors. ATP-dependent 6-phosphofructokinase (Trypanosoma brucei brucei), O15648. 330,000 tested, 0.17% active. AID 485367, 2010. T. brucei PFK, ADP-Glo luminescence;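 further: potency means the concentration at half of the fitted maximal effect; 0% = uninhibited 1x PFK enzyme wells and -100% = no-enzyme wells; nearly all actives have a fitted effect of over 60% in size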
Target sequence (O15648 whole entry, looked up): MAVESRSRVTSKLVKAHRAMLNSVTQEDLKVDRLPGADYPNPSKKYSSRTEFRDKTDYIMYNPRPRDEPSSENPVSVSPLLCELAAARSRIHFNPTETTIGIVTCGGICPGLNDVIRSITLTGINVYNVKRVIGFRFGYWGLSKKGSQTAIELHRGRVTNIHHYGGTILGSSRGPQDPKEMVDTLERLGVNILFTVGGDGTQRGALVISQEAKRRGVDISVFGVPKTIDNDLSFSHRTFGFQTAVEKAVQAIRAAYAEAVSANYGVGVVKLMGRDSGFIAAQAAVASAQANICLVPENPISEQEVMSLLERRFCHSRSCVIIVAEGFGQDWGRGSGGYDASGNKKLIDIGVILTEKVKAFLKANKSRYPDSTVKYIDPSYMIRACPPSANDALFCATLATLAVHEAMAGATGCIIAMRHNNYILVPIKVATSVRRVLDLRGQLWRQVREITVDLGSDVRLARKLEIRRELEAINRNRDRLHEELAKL
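In TEA buffer at pH 8.0 with 5 mM MgCl2, enzyme (1.25 nM) converted F6P (0.5 mM) and ATP (0.1 mM) for 45 min at room temperature. ADP product was read by luciferase luminescence.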
VP16 counter: VP16 counterscreen qHTS for inhibitors of ROR gamma transcriptional activity; Drosophila S2 Gal4-VP16 UAS-luciferase, luminescence, 20 h; Potency, µM (doses to about 53.6 µM), without a hit: at the highest dose activity, negative = inhibition, hits mostly inhibitors; 310,000 tested, 3.5% active; AID 2546, 2010;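 further: Gal4-VP16 expression switched on by copper sulfate through the metallothionein promoter; potency means the concentration at half of the fitted maximal effect; on the % scale 0 is the no-effect control and ±100 the full control effect; nearly all actives have a fitted effect of over 50% in size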
ELG1 genotox: qHTS screen for small molecules that induce genotoxicity in human embryonic kidney (HEK293T) cells expressing luciferase-tagged ELG1. 330,000 tested, 1.3% active. HEK293T ELG1-luciferase reporter, luminescence, 16 h. Potency, µM (series often up to 46 µM), for inactives: at the top dose activity change, positive = activation, actives largely listed as activators; further: potency means the concentration at half of the fitted maximal effect; % of control where 0% means no effect; nearly all actives have a fitted effect of over 60% in size
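Screening used a luciferase reporter fused to human ELG1 in HEK293T cells. Luminescence was read on a CCD plate imager after 16 hr exposure and 30 min ONE-Glo incubation.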
TRPV1 agonist: HTS Assay for Compounds that Act as Agonists of the Vanilloid Receptor 1; AID 540275, 2011; 320,000 tested, 0.19% active; Transient receptor potential cation channel subfamily V member 1 (Homo sapiens), Q8NER1; TRPV1-expressing cells, Fluo-8 calcium influx, agonist mode; activation, % at 8.33 µM; in the data active means activation above about 80%; inconclusive means between about 30% and that limit; further: 0% is about no effect
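TRPV1-expressing cells were cultured overnight at 35.5C and loaded with Fluo-8 calcium dye for 40 to 90 min at room temperature. After a 10 s baseline, compound was added and calcium influx was read kinetically for 3 min (ex 480/em 520 nm).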
p53 reactivation: qHTS assay for re-activators of p53 using a Luc reporter | H1299 p53-A138V BP100-luciferase reporter, luminescence, 24 h | Potency, µM (top dose mostly 92.2 µM), for the others: at the top dose activity change, positive = activation, hits mostly activators | 320,000 tested, 0.063% active | AID 504706, 2011; further: potency means the concentration at half of the fitted maximal effect; % of control where 0% means no effect; nearly all actives have a fitted effect of over 45% in size
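H1299 (p53-null), stable ts p53-A138V + BP100-Luc; 1000 cells/well, Opti-MEM/10% FBS; cpd 4 pt, 1:5; 24 h, 37 deg C, 5% CO2; detection reagent 10 min RT; luminescence.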
BRCA1 expr up: qHTS Assay to Identify Small Molecule Activators of BRCA1 Expression | MCF7-BRCA1-FFLuc reporter, luminescence, 48 h; response scale: scaled: vehicle 0%, 10 µM genistein 100% | Potency, µM (highest dose often 46.1 µM), for the others: at the top dose activation, actives largely listed as activators | 380,000 tested, 1.1% active | AID 624202, 2012; further: potency means the concentration at half of the fitted maximal effect; nearly all actives have a fitted effect of over 80% in size; some results filed as inactive show a strong effect at the top dose
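First, MCF7-BRCA1-FFLuc cells (2000/well) attach for 2 h; next, compounds are pin-added and incubated 48 h at 37 °C; finally, luciferase reagent is added and luminescence read after 15 min.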
Starred values were filed as active, the others as inactive; ? = inconclusive; . = no result given; [ ] = dose if it differs, or a comment. Unless noted, the call rests on the fitted dose curve; in most records, active means well fitted curve in the direction sought with a large enough effect; inconclusive means small, poorly fitted or top-dose-only effect, or another doubt; inactive means no such curve, though single readings can be large; an effect the other way counts as inactive or inconclusive.

Second line of a record: ELG1 repair inh | FLuc modulator | Rab9 promoter act | RORg inh | NPC1 promoter act | Tb PFK block | VP16 counter | ELG1 genotox | TRPV1 agonist | p53 reactivation | BRCA1 expr up
CCOc1ccc2oc(=O)cc(CN3CCN(Cc4ccccc4)CC3)c2c1
  ? | 0% | -2% | -7% | -3% | 0% | 10% | -7% | 28 | . | 0%
Cc1onc(-c2ccccc2Cl)c1C(=O)NC(=S)NCC(=O)c1ccccc1
  7% | ? | 20% | ? | 0% | 0% | 8% | ? | -1 | 3% | 46%
CC1CC(C)CN(S(=O)(=O)c2ccc(C(=O)OCC(=O)NCCN3C(=O)CSC3=O)cc2)C1 (centres undefined)
  14% | -6% | 0% | 6% | -5% | 14% | 7% | 0% | -1 | -4% | -2%
COc1ccc(-c2nn(-c3ccccc3)cc2C(=O)OCC(=O)c2ccc(C)c([N+](=O)[O-])c2)cc1
  -28% | 13% | -13% | ? | -4% | -1% | 18µM* | -1% | 0 | 8% | -7%
COCCN1C(=O)C(O)=C(C(=O)c2ccco2)C1c1cccc(Oc2ccccc2)c1 (centres undefined)
  ? | 1% | 4% | -2% | -1% | -6% | 0% | -3% | 2 | -4% | 17%
O=C(c1ccc2snnc2c1)N1CCOCC1
  -1% | 5% | 3% | -13% | 1% | 1% | -5% | 0% | 1 | -3% | -4%
Cc1nc2ccc(NC(=O)COc3ccccc3[N+](=O)[O-])cc2s1
  4% | 3% | 16% | 13% | -3% | 3% | -21% | 8% | 6 | -4% | 18%
Cc1ccc(C)c(N(CC(=O)Nc2ccc(-c3nc4ccc(C)cc4s3)cc2)S(C)(=O)=O)c1
  10% | -17% | -2% | ? | 9% | 1% | -24% | 1% | 1 | 6% | -41%
O=C(NCc1ccco1)c1cccc(C(F)(F)F)c1
  4% | 1% | -6% | 2% | 0% | -1% | 2% | 1% | 0 | -1% | 74%
CC(OC(=O)Cc1ccc(Br)cc1)C(=O)NC1CCCCC1C (centres undefined)
  -14% | -3% | -3% | -2% | 2% | -2% | -3% | 4% | ? | 2% | -18%
CCOc1ccc(C(=O)NC(=S)Nc2cc(C)ccn2)cc1[N+](=O)[O-]
  -1% | -1% | -6% | -14% | 0% | 4% | -1% | 0% | 4 | 2% | 0%
COC(=O)[C@H](CC(C)C)NC(=O)NCCC1=CCCCC1
  6% | -1% | -1% | 1% | -1% | 1% | 2% | -1% | ? | -4% | 5%
COc1cccc(CNC(=O)CCN2C(=O)[C@@H]3Cc4ccccc4CN3C2=O)c1
  11% | -1% | 0% | -6% | -3% | -1% | -4% | 0%[9.26 µM] | -1 | -13% | 0%
O=C(CN1CCCC1)Nc1cc(F)ccc1F
  -10% | -1% | -1% | -19% | 1% | -1% | -11% | 1% | 2 | 0% | -15%
CCCc1cc(=O)oc2cc(OC(C)C(=O)NC3CC(C)(C)NC(C)(C)C3)ccc12 (centres undefined)
  24% | 1% | 4% | 2% | -6% | 1% | -5% | 0%[9.26 µM] | 1 | -2% | -13%
O=C(O)C1CC=CCC1C(=O)Nc1ccc(Oc2ccc(Cl)cc2)cc1 (centres undefined)
  -18% | 2% | -2% | -5% | 1% | 2% | -21% | -2% | -3 | 3% | -29%
COC(=O)CCC(=O)c1oc2ccc(Br)cc2c1N
  ? | 7.6µM* | 19% | -18% | 21% | 4% | 7% | ? | -3 | ? | 5%
O=C(Nc1cccc(-c2ccc(N3CCCCC3)nn2)c1)c1ccco1
  ? | 0.38µM* | 2.8µM* | . | 4µM* | -2% | . | 1.6µM* | -5 | 12% | ?
COc1ccc(N(C(C)C(=O)N2CCC(Cc3ccccc3)CC2)S(C)(=O)=O)cc1 (centres undefined)
  ? | 1% | -38%[inhibitor] | ? | -26% | 0% | ? | -2% | 2 | 5% | -39%
O=C(CCN1C(=O)C2C3C=CC(C3)C2C1=O)Nc1ccccc1F (centres undefined)
  9% | 4% | 0% | -14% | 0% | -3% | 1% | -3% | 1 | -6% | -23%
COc1cc(/C=N\NC(=O)CN2CCOCC2)ccc1OCC(=O)Nc1ccc(C)c(C)c1
  4% | -11% | 2% | -32% | 1% | 0% | 0% | -1% | . | -3% | 3%
CCOc1ccc(/C=N/NC(=O)C(=O)N2CCCCCC2)c2ccccc12
  -23% | 3% | 1% | . | 4% | 3% | . | 0% | 3 | . | -55%
FC(F)(F)c1ccccc1-c1nc(-c2ccncc2)no1
  ? | ? | 7% | 29% | 1% | 1% | 3% | 6% | 16 | 13% | 13%
CN(C(=O)c1ccc(NC(=O)Cc2cccc(NC(=O)C3CCCN(C(=O)CCc4ccccc4)C3)c2)cc1)C1CCCC1 (centres undefined)
  ? | -1% | 6% | . | 2% | 2% | . | -4% | -1 | 5% | 0%
COc1ccc(NC(=O)CSc2n[nH]c(=O)n2Cc2ccccc2)cc1Cl
  ? | -5% | -3% | 6% | -2% | -1% | 2% | -3% | 1 | 0% | -21%
CCOC(=O)c1c(NC(=S)Nc2cc([N+](=O)[O-])ccc2OC)sc2c1CCCCC2
  6% | 3% | 0% | 5.6µM* | -1% | 3% | 4µM* | -3% | 5 | -3% | .
COc1ccc(C(=O)NC(=S)Nc2cccc3ncccc23)cc1[N+](=O)[O-]
  -11% | 1% | -2% | ? | 2% | 2% | ? | -7% | 0 | -30% | -13%
Cc1ccc(N(C(=O)c2ccccn2)C(C(=O)NC2CCCCC2)c2ccncc2)cc1 (centres undefined)
  ? | -7% | -3% | 6% | -4% | 3% | -1% | 5% | 2 | 15% | 4%
Cn1c(=O)n(Cc2ccccc2)c2ccccc21
  11% | 2%[2.3 µM] | -4% | -3% | 0% | -2% | 14% | 0% | 2 | 19% | 11%
CC(C)c1cc(C(=O)Nc2cccnc2)no1
  ? | -2%[2.3 µM] | 2.8µM* | 40% | 4µM* | 0% | -2% | ? | 2 | ? | 81%
COc1cc(/C=C/C(=O)Nc2ccc(C(C)=O)cc2)cc(OC)c1OC
  ? | ? | -5% | 41% | -3% | 0% | 3% | 1% | 17 | -10% | -13%
COc1ccc(C(=O)NCC(=O)OCCCOC(=O)CNC(=O)c2ccc(OC)c(OC)c2)cc1OC
  -3% | -1% | -1% | -15% | -2% | 1% | -7% | 5% | -3 | 8% | -24%

An excerpt from above in order of the Tb PFK block value, high to low:
SMILES	Rab9 promoter act	NPC1 promoter act	Tb PFK block	TRPV1 agonist	p53 reactivation	BRCA1 expr up
COC(=O)CCC(=O)c1oc2ccc(Br)cc2c1N	19%	21%	4%	-3	?	5%
O=C(O)C1CC=CCC1C(=O)Nc1ccc(Oc2ccc(Cl)cc2)cc1 (centres undefined)	-2%	1%	2%	-3	3%	-29%
CC(C)c1cc(C(=O)Nc2cccnc2)no1	2.8µM*	4µM*	0%	2	?	81%
COc1ccc(-c2nn(-c3ccccc3)cc2C(=O)OCC(=O)c2ccc(C)c([N+](=O)[O-])c2)cc1	-13%	-4%	-1%	0	8%	-7%

Reformatted: results already given.
canonical_smiles: COc1ccc(NC(=O)CSc2n[nH]c(=O)n2Cc2ccccc2)cc1Cl
  ELG1 repair inh: ?; FLuc modulator: -5%; Rab9 promoter act: -3%; RORg inh: 6%; NPC1 promoter act: -2%; Tb PFK block: -1%; VP16 counter: 2%; ELG1 genotox: -3%; TRPV1 agonist: 1; p53 reactivation: 0%; BRCA1 expr up: -21%
canonical_smiles: CCOC(=O)c1c(NC(=S)Nc2cc([N+](=O)[O-])ccc2OC)sc2c1CCCCC2
  ELG1 repair inh: 6%; FLuc modulator: 3%; Rab9 promoter act: 0%; RORg inh: 5.6µM*; NPC1 promoter act: -1%; Tb PFK block: 3%; VP16 counter: 4µM*; ELG1 genotox: -3%; TRPV1 agonist: 5; p53 reactivation: -3%; BRCA1 expr up: .
